# DUSP3 inh = VHR1 (DUSP3) phosphatase inhibition; P51452; recombinant VHR phosphatase, colorimetric substrate read-out; inhibition, % at 20 µM; hit rate 0.7% among 50,000; AID 1992; in the data active means inhibition above about 60%; further: some results filed as inactive read as strong as hits
# Target sequence (P51452 whole entry, looked up): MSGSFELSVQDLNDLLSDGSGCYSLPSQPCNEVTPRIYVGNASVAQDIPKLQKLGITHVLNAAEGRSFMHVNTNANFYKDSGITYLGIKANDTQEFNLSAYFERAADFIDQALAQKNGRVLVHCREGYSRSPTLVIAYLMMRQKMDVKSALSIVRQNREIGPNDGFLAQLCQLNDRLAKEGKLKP
# Starred values were filed as active, the others as inactive. Only part of the results is shown (hit frequency here may not be typical).
structure	DUSP3 inh
O=C(/C=C/c1cccc([N+](=O)[O-])c1)Nc1ccc(OC(F)(F)F)cc1	-2.4
Cc1ccc(C#CC(CC(=O)c2ccccc2)CC(=O)c2ccccc2)cc1	-10.0
COc1ccc(C(=O)Nc2ccc(C)cc2C)cc1OC	-9.2
COc1cc(C=C2C(=O)NC(=O)NC2=O)ccc1OCc1cccc(F)c1	0.3
O=C1c2ccccc2NC(c2ccccc2)N1O (centres undefined)	5.2
NC(=O)c1c(NC(=O)C23CC4CC(CC(C4)C2)C3)sc2c1CCCCCC2	-32.1
COc1cc(Br)c(/C=N/NS(=O)(=O)c2ccc(C)cc2)cc1OC	-2.5
CCOc1ccc(N2C(=O)CC(N3CCCCC3)C2=O)cc1 (centres undefined)	102.2*
COC(=O)c1ccccc1N(Cc1ccccc1)S(=O)(=O)c1ccc(OC)cc1	29.1
COc1cc(CN2CCN(C(=O)c3ccc([N+](=O)[O-])cc3)CC2)cc(OC)c1O	-18.6
O=C(c1ccc(F)cc1F)N1CCN(c2cc(N3CCCCC3)c(F)cc2[N+](=O)[O-])CC1	-6.6
CCOC(=O)C1=C(O)/C(=C/c2ccc(O)cc2)SC1=Nc1ccccc1	-16.2
CCN(CC)c1ccc(/C=N\N2CCN(c3ccc(Cl)cc3)CC2)cc1	-0.2
CC(=O)COc1ccc2c(oc(=O)c3ccccc32)c1C	-4.7
O=C(c1ccccc1Br)N1CCN(c2c(Cl)cccc2[N+](=O)[O-])CC1	-17.3
COc1ccc(C2(C(=O)Nc3ncccc3C)CCCC2)cc1OC	10.9
Fc1ccccc1OCCCn1ccnc1	-3.1
Cc1ccccc1OCC(=O)Nc1cc(Sc2ccccc2)cc([N+](=O)[O-])c1	-14.3
COc1ccc(-n2c(/C=C/c3c[nH]c4ccccc34)nc3ccccc3c2=O)cc1	-2.8
C(=N/Nc1nc2ccccc2[nH]1)/c1ccc(N2CCOCC2)cc1	24.4
O=C1c2cccnc2C(=O)N1c1cccc(-c2nc3ccccc3o2)c1	12.1
CCC(C)N1CCN(C(=O)COc2ccc(Cl)cc2)CC1 (centres undefined)	-15.1
COc1ccc(-c2cc(C(=O)NC(C)C)c3ccccc3n2)cc1OC	14.2
COc1ccc(C2Nc3ccccc3C(=O)N2Cc2ccco2)cc1Cn1cc([N+](=O)[O-])cn1 (centres undefined)	-5.6
Cc1cc(C)c(OCC(=O)Nc2cccc3ccccc23)c(C)c1	-13.8
COc1ccccc1C(=O)N1CCN(Cc2ccccc2[N+](=O)[O-])CC1	-4.5
COc1ccccc1NC(=O)N1CCCc2ccccc21	9.5
COc1ccccc1CN1CCN(S(=O)(=O)c2ccccc2)CC1	1.6
O=C(O)c1cc(-c2ccc([N+](=O)[O-])o2)c(Cl)cc1Cl	12.7
NC1=NC(=O)C(CC(=O)Nc2ccc(C(=O)O)cc2)S1 (centres undefined)	-22.9
CC1=[N+]([O-])C(C(=O)c2ccccc2)N(O)C1(C)C (centres undefined)	-3.2
COc1ccc(NC(=O)C(=O)NCc2ccc(C)cc2)cc1	-24.1
O=C(c1ccc(F)cc1)N1CCN(c2c(Cl)cccc2[N+](=O)[O-])CC1	1.9
Cc1ccc(NC(=O)c2ccc(-c3ccc(Br)cc3)o2)c([N+](=O)[O-])c1	-4.9
COC(=O)c1coc(-c2ccc(OC)cc2)c1C(=O)OC	0.7
Oc1cccc(/C=N/c2c(-c3ccco3)nc3ccccn23)c1	6.7
Cc1cc(C)nc(Sc2ccc3nnc(C(F)(F)F)n3n2)n1	0.6
CCOc1cc(OCC)cc(C(=O)Nc2cccc(Cl)c2Cl)c1	-8.4
Cc1ccc(C2C(C(=O)c3cccs3)=C(O)C(=O)N2c2nncs2)cc1 (centres undefined)	-19.5
Cn1cnc2c1c(=O)n(Cc1ccc(F)cc1)c(=O)n2C	100.7
CN1C(=O)/C(=C\c2ccc(OCc3ccccc3Cl)cc2)SC1=S	-4.4
O=C(Nc1cc(Cl)cc(Cl)c1)c1ccc(I)cc1	-37.9
CN(C)c1ccc(/C=N/N=C2/SC(CC(=O)O)C(=O)N2c2ccc(O)cc2)cc1 (centres undefined)	-22.3
COC(=O)c1sc(NC(=O)CC(C)C)c(C(=O)OC)c1C	-3.9
O=C(CN(c1cccc(Br)c1)S(=O)(=O)c1ccccc1)N1CCCC1	-10.8
Cc1no[n+]([O-])c1COc1ccccc1/C=N/n1nnnc1N	-14.4
O=C(COc1ccccc1[N+](=O)[O-])Nc1ccc(Cl)c(-c2nc3cc(Cl)ccc3o2)c1	-11.9
O=C(NNC(=O)c1cccc(Cl)c1)c1cccc(F)c1	-10.0
C=CCc1c(C)nc2cc(-c3ccc(I)cc3)[nH]n2c1=O	-18.2
Cc1ccc(C(=O)CCNc2ccc(C)c(C)c2)o1	3.7

# Some values from above:
# Value for `O=C(NNC(=O)c1cccc(Cl)c1)c1cccc(F)c1` under DUSP3 inh: -10.0
# Value for `O=C(Nc1cc(Cl)cc(Cl)c1)c1ccc(I)cc1` under DUSP3 inh: -37.9
# Value for `Cc1no[n+]([O-])c1COc1ccccc1/C=N/n1nnnc1N` under DUSP3 inh: -14.4
# Value for `C=CCc1c(C)nc2cc(-c3ccc(I)cc3)[nH]n2c1=O` under DUSP3 inh: -18.2

# Remaining list, next part
structure	DUSP3 inh
CCN1C(=O)/C(=C\c2ccc(OCCOc3cccc(OC)c3)c(OC)c2)SC1=S	2.9
COc1ccc(/C=C2\SC(=S)N(c3cccc(C)c3C)C2=O)cc1	-11.7
O=S(=O)(NCc1ccc2c(c1)OCO2)c1ccc(Cl)cc1Cl	4.6
Cc1ccc(NC(=O)c2cccs2)cc1	-3.2
CCOC(=O)C1=C(C)NC2=C(C(=O)CCC2)C1c1cc2c(cc1Cl)OCO2 (centres undefined)	-29.4
COc1cc(OC)c(/C=C2\C(=O)NC(=O)N(c3ccc(Cl)cc3)C2=O)cc1Br	-10.8
COc1ccc(-n2nc3cc(C)c(NC(=O)c4cccc(OC)c4)cc3n2)cc1	-12.5
C=CCN(CC=C)S(=O)(=O)c1ccc(NC(C)=O)cc1	-2.9
COc1ccc(Cl)cc1C(=O)Nc1ccc(NC(=O)c2ccc(C(C)(C)C)cc2)cc1	-6.9
Cc1nnc(C)n1/N=C/c1ccccc1Cl	1.9
CCOC(=O)c1[nH]cnc1C(=O)Nc1ccccc1	-36.0
NC1=NC(=O)/C(=C/c2ccc(Cl)cc2)S1	6.6
COC(=O)c1cc(Cl)c(C(=O)OC)c2c(C(=O)OC)cc(Cl)c(C(=O)OC)c12	-7.1
COC(=O)c1c(-c2ccc(F)cc2)csc1NC(=O)c1ccc(OC(C)C)cc1	-24.3
Cc1ccc(OC(=O)CCN2C(=O)c3ccccc3C2=O)cc1C	-14.6
Cn1c(=O)c2c(nc(NCCO)n2C)n(C)c1=O	-5.0
O=C(CN(c1cccc([N+](=O)[O-])c1)S(=O)(=O)c1ccccc1)NCCSc1ccc(Cl)cc1	-20.2
O=C(CN(Cc1ccccc1)S(=O)(=O)c1ccccc1)NC1CCCCC1	-19.8
Cc1ccc(C2(c3ccc(C)cc3)CC2C(=O)Nc2ccccc2)cc1 (centres undefined)	0.5
O=[N+]([O-])c1ccccc1CN1CCN(Cc2cc(Br)ccc2O)CC1	-10.4

# A draw from above in order of length of the SMILES, highest first.
structure	DUSP3 inh
COc1ccc(C2Nc3ccccc3C(=O)N2Cc2ccco2)cc1Cn1cc([N+](=O)[O-])cn1 (centres undefined)	-5.6
COc1ccc(Cl)cc1C(=O)Nc1ccc(NC(=O)c2ccc(C(C)(C)C)cc2)cc1	-6.9
CCOC(=O)C1=C(C)NC2=C(C(=O)CCC2)C1c1cc2c(cc1Cl)OCO2 (centres undefined)	-29.4
COC(=O)c1coc(-c2ccc(OC)cc2)c1C(=O)OC	0.7

# Next part
structure	DUSP3 inh
CC(C)N1CCN(Cc2cc(Br)ccc2O)CC1	-10.6
COc1ccc(C(=O)Nc2nc(-c3ccccc3)c(C)s2)cc1OC	-42.9
CC(=O)N/N=C/c1cc(C)n(-c2cccc(Cl)c2)c1C	3.1
COC(OC)C12c3ccccc3C(c3ccccc31)C1C(=O)N(c3cccc(Cl)c3)C(=O)C12 (centres undefined)	-6.5
COc1ccc(NC(=O)C2CC(=O)N(c3ccccc3)C2)cc1 (centres undefined)	1.9
O=C(COc1ccccc1)Nc1ccc(NC(=O)COc2ccccc2)cc1	2.5
COc1ccc(N(CC(=O)NC(C)(C)C)S(=O)(=O)c2ccc(C)cc2)c(OC)c1	10.3
O=C(NCc1ccco1)/C(=C/c1ccc(F)cc1)NC(=O)c1ccccc1Cl	10.6
COc1ccc(C(=O)Nc2cc(Cl)ccc2Cl)cc1NC(=O)C(C)Oc1ccccc1 (centres undefined)	-5.4
Cc1ccc(COc2ccc3c4c(c(=O)oc3c2)CCCC4)cc1	1.6
Cc1ccc(C2/C(=C(\O)c3ccc([N+](=O)[O-])cc3)C(=O)C(=O)N2CCCCCC(=O)O)cc1 (centres undefined)	0.4
CCCC(C)NS(=O)(=O)c1ccccc1[N+](=O)[O-] (centres undefined)	-22.0
O=C(C1CCCCC1)N(Cc1ccccc1)Cc1ccccc1	-13.1
CCN(CC)c1ccc(/C=C(/C#N)C(=O)Nc2cccc(Br)c2)o1	-17.0
O=C(Oc1ccc([N+](=O)[O-])cc1)c1ccccc1Cl	-25.4
Cc1cc(C)c(NC(=O)CN2C(=O)c3ccccc3C2=O)c(C)c1	31.8
Cc1c(Br)c(C(F)(F)F)nn1CC(=O)Nc1cc(C(F)(F)F)ccc1Cl	13.5
CCOC(=O)c1c(-n2ncnc2-c2ccc([N+](=O)[O-])cc2)sc2c1CCCC2	-27.7
CSc1ccc(S(=O)(=O)N(CC(=O)Nc2cccc(C)c2)c2ccc(C)cc2)cc1	-8.6
CCc1cc(C)cc(OCCn2cc(C=C3C(=O)NC(=S)NC3=O)c3ccccc32)c1	-9.7
N/C(=N\OC(=O)c1cccc(Cl)c1)c1cccnc1	4.8
CC1(C)Cc2c(sc(NC(=O)c3ccc(F)cc3)c2C#N)CO1	-1.3
Cc1ccccc1N1C(=O)NC(=O)/C(=C\c2cc(C)n(-c3cccnc3)c2C)C1=O	-5.0
COc1ccc(-c2nnc(SCc3ccccc3[N+](=O)[O-])n2-c2ccccc2)cc1	9.7
CS(=O)(=O)N(Cc1ccc(Cl)cc1)c1ccc(C(=O)NCc2ccco2)cc1	41.2
COc1ccc(/C=C2\C(=O)N(c3ccc(S(N)(=O)=O)cc3)N=C2C)cc1	-0.2
COc1ccc(CNc2ccc(N3CCOCC3)cc2)cc1OC	4.6
COc1ccc(CC(=O)N(C)CC(OC)OC)cc1	-9.7
O=C(Nc1ccc(S(=O)(=O)Nc2nccs2)cc1)c1ccc(F)cc1	-38.0
Cc1cccc(C(C)C)c1NC(=O)c1cc2ccccc2o1	3.4

# 2 compounds picked at random from those above, as already listed:
structure	DUSP3 inh
COc1ccc(-n2c(/C=C/c3c[nH]c4ccccc34)nc3ccccc3c2=O)cc1	-2.8
CCN(CC)c1ccc(/C=N\N2CCN(c3ccc(Cl)cc3)CC2)cc1	-0.2

# (cont.)
structure	DUSP3 inh
COc1ccc(C(=O)NCCOc2ccc(C)cc2)cc1OC	-13.1
O=c1c2ccccc2nc(/C=C/c2cccc([N+](=O)[O-])c2)n1-c1ccccc1O	7.8
CCOc1ccccc1N1C(=O)CC(Sc2ccccc2C(=O)O)C1=O (centres undefined)	-4.2
CCOc1ccccc1NC(=O)C(C)N1C(=O)c2ccccc2C1=O (centres undefined)	4.3
O=C(/C=C\c1ccccc1)NC(=S)Nc1ccc([N+](=O)[O-])cc1O	-0.7
O=C(O)c1ccccc1C(=O)c1ccc(Cl)c(N2C(=O)CCC2=O)c1	-3.1
O=C(CC(c1ccccc1)c1ccccc1)NCC1OCCc2ccccc21 (centres undefined)	-5.7
Cc1ccc(CC(C)CC(=O)Nc2cc(C)ccc2C)cc1 (centres undefined)	-27.4
O=C1C(Cl)=CC(=NS(=O)(=O)c2ccccc2)C=C1Cl	75.9*
C(=N\N=C(c1ccccc1)c1ccccc1)/c1cccnc1	86.0
Cc1nc(-c2ccccc2)sc1C(N)=O	-6.4
COc1ccc(CC(Cc2nc3ccccc3[nH]2)c2nc3ccccc3[nH]2)cc1 (centres undefined)	-21.4
COc1ccccc1NC(=O)C1=C(C)NC(SCC(=O)c2ccccc2)=C(C#N)C1c1ccccc1Cl (centres undefined)	-7.8
CSc1ccccc1N1C(=O)C2CC(C)=C(C)CC2C1=O (centres undefined)	-6.2
COc1ccc(C(=O)NCC2CCCO2)cc1I (centres undefined)	-12.8
CC1(C)OC2(NC1=O)C1CC3CC(C1)CC2C3 (centres undefined)	4.4
O=C1N=c2ccc(Cl)cc2=C1c1sc(=S)n(Cc2ccccc2)c1O	-1.0
CCOc1ccc(C=C2C(=O)c3ccccc3C2=O)cc1Cl	6.6
COc1ccc2c(c1)cc(C(=O)NN)n2C	-6.5
Cc1ccc(OCC(=O)Nc2cc(C(F)(F)F)cc(C(F)(F)F)c2)cc1C	-6.6
O=C1CCCCC1C(Nc1ccc2ncccc2c1)c1ccc(F)cc1 (centres undefined)	1.0
CCCCNC(=O)c1c(O)c2ccccc2n(C)c1=O	-24.7
CCCOC(=O)c1cccc(NC(=O)/C=C/c2ccc(Cl)cc2)c1	-17.9
COC(=O)CCN1C(=O)/C(=C\c2cc(Br)c(O)c(OC)c2)SC1=S	-19.9
COC(=O)C1=C(C)N(Cc2ccco2)C(=O)/C1=C\c1ccc(OC)c([N+](=O)[O-])c1	22.5
O=C(Nc1ccccc1C(=O)NCc1ccco1)c1ccccc1	-10.0
COc1ccc2c(c1)/C(=N/OC(=O)c1cccs1)CCC2	-11.7
Cc1ccc(/C=C(\C#N)c2nc(-c3ccc(C)c(C)c3)cs2)o1	59.7
CCN1C(=O)/C(=C\c2ccc(Br)cc2)SC1=S	-13.4
CC1=C(C(=O)OCCOc2ccccc2)C(c2ccsc2)NC(=O)N1C (centres undefined)	-4.6
CCOc1cc(OCC)cc(C(=O)Nc2ccc3oc(-c4cccc(F)c4)nc3c2)c1	-22.0
Cc1cc(C)c2oc(-c3cccc(NC(=O)COc4ccccc4[N+](=O)[O-])c3)nc2c1	18.2
